S2 tox = reduces viability in counter-screen for ATXN expression inhibitors | S2 cells (HEK-293 line with an ATXN2-luciferase reporter) viability, CellTiter-Fluor protease fluorescence, 24 h | Potency, µM (doses to about 56.7 µM), usual class: cytotoxic | 0.49% of 400,000 active | AID 651635; also: nearly all actives have a fitted effect of over 40% in size
ATXN2 expr inh = reduces ATXN2 reporter expression in HEK-293 cells. HEK-293 ATXN2-luciferase reporter, luminescence, 24 h. Potency, µM (titrated, usually from 57 µM), for the others: at the highest dose activity change, negative = inhibition, most hits filed as inhibitors. 0.72% of 360,000 active. AID 1745845; also: % is scaled to controls: 0 for no effect and ±100 for the full control effect; nearly all actives have a fitted effect of over 55% in size
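ATXN2-luciferase reporter cells (luciferase flanked by upstream and downstream ATXN2 gene portions) were treated 24 h at 37 °C with compounds at up to 57 uM. SteadyGlo luminescence gave expression; GF-AFC fluorescence gave viability.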
TGFb inhibitor = blocks TGF-b signaling | 1.2% of 410,000 active | AID 588855 | HepG2 CAGA-GFP TGF-b/SMAD3 reporter, GFP fluorescence, 18 h; TGF-beta stimulated, 500 pg/mL final | Potency, µM (highest dose often 46.1 µM), without a hit: at the highest dose activity, negative = inhibition, most hits filed as inhibitors; also: % is scaled to controls: 0 for no effect and ±100 for the full control effect; nearly all actives have a fitted effect of over 65% in size
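Cell-based qHTS in HEPG2 carrying a CAGA-GFP Smad reporter; compounds added before 500 pg/mL final TGF-beta, 18 h incubation at 37 degrees C, GFP fluorescence quantified per cell by imaging cytometry.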
A549 viability = counter-screen for Nrf2 inhibitors: cytotoxicity in A549 cells. A549 ARE-Fluc cells, CellTiter-Fluor viability, 18-24 h. Potency, µM (series often up to 46 µM), without a hit: at the top dose activity change, negative = cytotoxicity, usual class: inhibitors. 0.16% of 390,000 active; also: % is scaled to controls: 0 for no effect and ±100 for the full control effect
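A549 ARE-Fluc cells in 5% FBS OPTI-MEM, 5000 cells/well, rested 2 h then exposed to compounds in concentration-response for 18-24 h at 37 °C. Viability by CellTiter-Fluor fluorescence (Ex 405/Em 525) after 30 min; luciferase luminescence (BugLite, 15 min, RT) read afterwards.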
Nrf2 block = blocks Nrf2 signaling | 2.1% of 360,000 active | A549 ARE-Fluc reporter, luciferase luminescence, 18-24 h | AID 504444 | Potency, µM (titrated, usually from 46 µM), for inactives: at the highest dose activity change, negative = inhibition, usual class: inhibitors; also: % is scaled to controls: 0 for no effect and ±100 for the full control effect; nearly all actives have a fitted effect of over 60% in size
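Two sequential reads on A549 ARE_Fluc cells exposed to compound for 18-24 h: a CellTiter-Fluor fluorescence read for viability, then a luciferase luminescence read for Nrf2/ARE activity.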
HepG2 tox = HepG2 cytotoxicity, counter-screen for TGF-b inhibitors. Potency, µM (series often up to 46.1 µM), for the others: top-dose activity change, negative = cytotoxicity, actives largely listed as cytotoxic. HepG2 CAGA-GFP viability, ATP luminescence, 18 h. 0.76% of 410,000 active; also: some results filed as inactive show a strong effect at the top dose
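CellTiter-Glo luminescence gave cytotoxicity after 18 hours at 37 degrees C. The cells were HepG2 CAGA-GFP in 1% FBS DMEM, stimulated with 500 pg/mL TGF-beta after compound addition. %Activity was normalised to no-cell wells (complete cell-killing) and DMSO (no toxicity), and curves were fitted and classified.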
MCF10A rerep = inducers of DNA re-replication in MCF 10A breast cells; MCF 10A DNA re-replication, Hoechst nuclear intensity, 48 h; Potency, µM (highest dose often 46.1 µM), without a hit: at the highest dose activity, positive = re-replication, actives largely listed as activators; 2.9% of 350,000 active; also: % of control where 0% means no effect; nearly all actives have a fitted effect of over 50% in size
Nrf2 ARE act = activators of Nrf2 (ARE) signaling. Potency, µM (top dose mostly 46.1 µM), for inactives: at the top dose activation, hits mostly activators. AID 624171. AREc32 ARE-luciferase reporter (MCF7-derived line), luminescence, 24 h. 0.31% of 410,000 active; also: % of control where 0% means no effect; nearly all actives have a fitted effect of over 65% in size
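Reporter line AREc32 (ARE-Fluc), seeded overnight in OPTI-MEM with 5% FBS; compound pin-transferred, 24 hr at 37 deg C, 5% CO2; luminescent read-out.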
EPAC2 antagonist = antagonists of human EPAC2 | AID 720708 | EPAC2 GEF exchange of Rap1B-BODIPY-GDP, fluorescence | Potency, µM (top dose mostly 114 µM), without a hit: at the top dose activity, negative = inhibition, actives largely listed as inhibitors | 0.18% of 360,000 active; also: % is scaled to controls: 0 for no effect and ±100 for the full control effect; nearly all actives have a fitted effect of over 45% in size; many of its hits are not listed in these tables
Target sequence (Q8WZA2 whole entry, looked up): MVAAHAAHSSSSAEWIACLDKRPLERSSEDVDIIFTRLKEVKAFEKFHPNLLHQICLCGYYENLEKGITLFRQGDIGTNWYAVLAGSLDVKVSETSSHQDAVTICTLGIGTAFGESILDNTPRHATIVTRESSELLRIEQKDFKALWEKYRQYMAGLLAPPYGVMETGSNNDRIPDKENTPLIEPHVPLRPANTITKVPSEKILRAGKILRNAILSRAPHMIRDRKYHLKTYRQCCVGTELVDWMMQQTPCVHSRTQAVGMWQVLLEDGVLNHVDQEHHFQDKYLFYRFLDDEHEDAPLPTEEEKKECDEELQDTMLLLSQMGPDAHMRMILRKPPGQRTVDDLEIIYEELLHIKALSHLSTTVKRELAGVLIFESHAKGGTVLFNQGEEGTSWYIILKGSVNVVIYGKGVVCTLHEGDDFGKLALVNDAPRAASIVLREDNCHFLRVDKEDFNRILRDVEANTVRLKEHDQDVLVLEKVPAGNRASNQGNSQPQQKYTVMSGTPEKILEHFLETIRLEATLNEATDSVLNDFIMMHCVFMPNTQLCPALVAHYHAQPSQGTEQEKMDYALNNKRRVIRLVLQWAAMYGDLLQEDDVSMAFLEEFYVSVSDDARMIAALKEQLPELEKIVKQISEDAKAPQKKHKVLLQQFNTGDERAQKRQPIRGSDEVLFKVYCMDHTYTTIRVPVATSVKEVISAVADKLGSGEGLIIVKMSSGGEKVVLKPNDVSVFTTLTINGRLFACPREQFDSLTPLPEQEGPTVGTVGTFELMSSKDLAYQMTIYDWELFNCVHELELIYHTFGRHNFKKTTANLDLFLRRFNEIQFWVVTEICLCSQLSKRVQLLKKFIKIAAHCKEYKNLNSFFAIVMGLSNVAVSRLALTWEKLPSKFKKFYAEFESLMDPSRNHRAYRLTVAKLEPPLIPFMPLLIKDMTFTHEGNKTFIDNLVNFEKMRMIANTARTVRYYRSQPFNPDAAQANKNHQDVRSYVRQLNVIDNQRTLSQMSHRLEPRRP
* marks the source's active call; other numbers are inactive results; i = inactive; u = inconclusive; x = no result given; [ ] = another dose, or the depositor's remark. Calls follow the shape of the dose curve; as a rule, active = well fitted curve in the direction sought with a large enough effect; inconclusive = small, poorly fitted or top-dose-only effect, or another doubt; inactive = no such curve, though single readings can be large; an effect the other way counts as inactive or inconclusive. Potency is read from the fitted curve at half-maximal effect. An excerpt; rates above refer to the full screens.

SMILES	S2 tox	ATXN2 expr inh	TGFb inhibitor	A549 viability	Nrf2 block	HepG2 tox	MCF10A rerep	Nrf2 ARE act	EPAC2 antagonist
O=C(COC(=O)Cc1ccccc1)Nc1cccnc1Cl	i	-5%	-10%	-1%	-3%	-3%	6%	0.1%	10%
O=C1C2CCCC1C(N1CCCC1)CC2 (centres undefined)	i	-4%	-3%	6%	2%	-6%	u	2.1%	3%
C=CCn1c(O)c(C=NCCN(C)C)c(=O)[nH]c1=O	i	22%	42%	2%	u	3%	3%	4.1%	10%
Cn1c(O)c(C=NCc2ccco2)c(=O)n(C)c1=O	i	4%	-2%	-7%	-6%	-8%	-7%	10%	-3%
CN(C)P(=O)(N(C)C)N1CC1	i	-4%	8%	4%	22%	1%	0%	-0.7%	3%
CC(=O)c1cc(C#N)c(N2CCN(C)CC2)nc1C	i	-12%	39%[activator]	-5%	10%	-68%	-29%	0.4%	4%
Cc1ccc(S(=O)(=O)N2Cc3cnnn3-c3ccccc3C2C#N)cc1 (centres undefined)	i	7%	-10%	-2%	6%	-2%	-24%	0.3%	12%
N=Cc1c(O)n(-c2ccccc2)c(=O)n(-c2ccccc2)c1=O	i	x	-8%	1%	-13%	-2%	18%	0.3%	5%
c1ccc(-c2ccc3c(n2)CCCO3)cc1	i	27%	2%	0%	u	0%	-1%	6.1%	-3%
CC(OC(=O)COc1ccc(Nc2ccccc2)cc1)C(=O)N(C)c1ccccc1 (centres undefined)	i	-14%	-7%	-1%	11%	3%	3%	4.6%	u
O=c1[nH]c(=O)n(Cc2ccc(F)cc2)c(O)c1C=NCCCN1CCOCC1	i	4%	0%	x	-10%	1%	-2%	-0.4%	14%
Cc1cccc(C(O)(C(=O)O)c2ccccc2)c1 (centres undefined)	i	11%	-29%	-4%	9%	-2%	-3%	-0.4%	1%
CC12CN3CC(C)(CN(C1)C3c1cccnc1)C2=O (centres undefined)	i	1%	4%	6%	12%	-18%	-3%	-0.4%	15%
COc1ccc2[nH]c3c(c2c1)CCNC3C (centres undefined)	i	-3%	-1%	3%	-6%	-1%	-1%	0.1%	17%
Cc1cccc(CS(=O)(=O)Cc2ccc(C(=O)N3CCC4(CC3)OCCO4)o2)c1	i	-6%	-3%	5%	1%	-22%	8%	-0.3%	-14%
CN(Cc1cccc(-c2ccncc2)c1)C(=O)Oc1ccccc1Cc1ccccc1	18µM*	u	x	x	x	x	x	3.8%	u
O=C(Cc1ccccc1)Oc1cccc(N2C(=O)CCC2=O)c1	i	-9%	-11%	-10%	2%	-4%	10%	-0.6%	-3%[57.1 µM]
CCOC(=O)CC1c2ccccc2-n2nncc2CN1C (centres undefined)	i	1%	0%	7%	0%	6%	8%	-0.4%	5%
O=c1[nH]c(=S)[nH]c(O)c1CN1CCCCC1	i	5%	-19%	1%	14%	-2%	0%	-0.4%	1%
CSc1ccccc1NC(=O)CN(C)CC(=O)c1[nH]c(C)c(C(C)=O)c1C	i	-1%	28%	-8%	u	-28%	u	0.7%	-9%
c1ccc2c(N3CCNCC3)nsc2c1	i	u	17%	0%	u	-9%	u	6.5%	8%
CCOC(=O)C1=C(N)Oc2cc(C)oc(=O)c2C12C(=O)N1c3c(cc(OC)cc32)C(C)=CC1(C)C (centres undefined)	i	-3%	1%	0%[1.84 µM]	2%	-6%	-3%	0.2%	-10%
COc1ccc2nc(-c3ccc(CN4CCC(n5c(=O)[nH]c6ccccc65)CC4)cc3)c(-c3ccccc3)nc2c1	u	-21%	x	x	x	x	x	-1.1%	2%
O=C1CN=C(c2ccc[nH]2)c2cc(Cl)ccc2N1	u	x	-5%	-4%	-15%	1%	0%	-0.8%	-7%
Cc1ccc(C(C)C)c(OCC#CCN2CCCC2)c1	u	x	-3%	-2%	10%	1%	28%	0.2%	3%

The last four entries of the part above are carried over, then new ones follow:
SMILES	S2 tox	ATXN2 expr inh	TGFb inhibitor	A549 viability	Nrf2 block	HepG2 tox	MCF10A rerep	Nrf2 ARE act	EPAC2 antagonist
CCOC(=O)C1=C(N)Oc2cc(C)oc(=O)c2C12C(=O)N1c3c(cc(OC)cc32)C(C)=CC1(C)C (centres undefined)	i	-3%	1%	0%[1.84 µM]	2%	-6%	-3%	0.2%	-10%
COc1ccc2nc(-c3ccc(CN4CCC(n5c(=O)[nH]c6ccccc65)CC4)cc3)c(-c3ccccc3)nc2c1	u	-21%	x	x	x	x	x	-1.1%	2%
O=C1CN=C(c2ccc[nH]2)c2cc(Cl)ccc2N1	u	x	-5%	-4%	-15%	1%	0%	-0.8%	-7%
Cc1ccc(C(C)C)c(OCC#CCN2CCCC2)c1	u	x	-3%	-2%	10%	1%	28%	0.2%	3%
CCCCn1c(O)c(C(C)=NCCCn2ccnc2)c(=O)[nH]c1=O	i	-8%	0%	0%	-1%	16%	-185%[0.0737 µM]	-0.5%	6%
O=C(COc1ccc(Cl)cc1Cl)N1CCN(C/C=C/c2ccccc2)CC1	i	-2%	u	-1%[1.84 µM]	u	-33%	u	3.4%	-21%
Cc1cc(/C=C2/C(=O)NC(=O)N(c3ccc(Br)cc3)C2=O)c(C)n1C	u	-16%	4%	-16%	2%	-2%	11%	-0.4%	14%
Cc1ccc(C[n+]2c(-c3ccc(C)cc3)cc(-c3ccc(C)cc3)cc2-c2ccc(C)cc2)cc1	x	u	u	18µM*	5.2µM*	-109%	23µM*	-3.5%	-2%
O=C1NC(=O)C(=Cc2cccs2)C(=O)N1	i	2%	17%	1%	1%	2%	u	-0.4%	4%
CCOCCCN=Cc1c(O)n(Cc2ccccc2)c(=O)[nH]c1=O	i	-3%	20%	-5%	x	1%	2%	0.2%	4%
O=c1[nH]c(=S)n(Cc2ccco2)c(O)c1C=NCc1cccs1	i	-4%	1%	0%	-4%	-14%	24%	-0.6%	-16%
Cc1ccc(N=Cc2c(O)n(-c3ccc(C)cc3)c(=O)[nH]c2=O)cc1	i	5%	-10%	-1%	6%	-8%	-2%	-0.1%	-6%
N#CCSc1nnc(-c2ccc3c(c2)OCO3)o1	i	12%[11.3 µM]	23%	0%	u	0%	-6%	0.4%	6%
O=C1Nc2ccc(Br)cc2C(c2ccccc2Cl)=NC1O (centres undefined)	i	-11%	24%	8%	-19%	-1%	-3%	-0.8%	-16%
CC(C)NP(=O)(NC(C)C)OP(=O)(NC(C)C)NC(C)C	i	-7%	8%	0%	-3%	-3%	-5%	0.6%	-2%
O=C1NC(=O)C(=CCc2ccccc2)C(=O)N1	i	-15%	2%	13%	-1%	-2%	2%	2.5%	9%
Cc1ccc(C(=O)c2cn(CC(=O)Nc3ccc(C(C)C)cc3)c3nc(C)ccc3c2=O)cc1	u	-2%	8%	9%	18%	3%	x	0.5%	x
CN(C(=O)Oc1ccc(C(=O)c2ccc(Cl)cc2)cc1)c1ccccc1	i	-1%	16%	6%	-11%	11%	2%	3.1%	3%
Cc1cccc(CNCCc2ccccc2)n1	i	3%	0%	-1%	5%	13%	3%	0.5%	-2%
COC(=O)CSC1=NN1c1cc(C)nc(N)n1	i	8%	-11%	17%	3%	-23%	-1%	0.2%	5%
Cc1cc(OCC(=O)N2CCC(C(=O)O)(c3ccccc3)CC2)c2c(C)cc(=O)oc2c1	i	-8%	6%	-2%	-9%	1%	u	1.6%	6%
CN1C(=O)NC(=O)C2(Cc3ccccc3N3CCOCC32)C1=O (centres undefined)	i	-1%	0%	0%	x	13%	-17%	-0.3%	0%
O=C(c1cc2nc(-c3ccccc3)cc(-c3ccccc3)n2n1)N1CCC2(CC1)OCCO2	i	1%	-29%	-1%	x	3%	u	5.2%	-12%
Cc1ccc(NC(=O)CCCn2c(=O)oc3ccccc32)c(O)c1	i	6%	6%	-5%	-12%	-25%	-34%[inhibitor]	-1.2%	-7%
O=c1[nH]c(=O)n(-c2ccccc2)c(O)c1N=Nc1ccc(Br)cc1	u	-25%	-2%	5%	-22%	-1%	0%	u	-17%
O=C(CCc1nc(C2=CCN(Cc3cccc(Cl)c3)CC2)no1)Nc1ccccc1F	u	-22%	u	5%	x	-28%	x	4.8%	x
C[C@@H]1CN([C@@H](C)CO)C(=O)CCCn2cc(nn2)CO[C@H]1CN(C)C(=O)Oc1cccc2ccccc12	u	11%	-1%	x	x	-10%	x	-0.3%	-2%
COC(=O)C1=C(c2ccc(OC(F)(F)F)cc2)C[C@@H]2CC[C@H]1N2C(=O)NC1CC1	i	-12%	-19%	-3%	-8%	-14%	14%	0.2%	u
O=C(N/N=C/c1c(O)n(CCc2ccc(F)cc2)c(=O)[nH]c1=O)c1ccccc1	i	-2%	2%	5%	13%	-3%	-9%	0.8%	-13%

(more compounds)
SMILES	S2 tox	ATXN2 expr inh	TGFb inhibitor	A549 viability	Nrf2 block	HepG2 tox	MCF10A rerep	Nrf2 ARE act	EPAC2 antagonist
CN1C(=O)NC(=O)/C(=C/c2ccc([N+](=O)[O-])s2)C1=O	u	-23%	u	-20%	-13%	-21%	u	30%	1%
COC(=O)C1=C(c2cc3ccccc3o2)C[C@@H]2CC[C@H]1N2C(=O)N1CCC(O)CC1	i	6%	-15%	1%	-10%	-6%	-2%	-0.2%	6%
COc1ccc(C(=O)NCc2cc3ccccc3n2C)cc1	i	32%	-10%	-2%	u	5%	-6%	3.9%	-2%
CC(C)c1cccc(C(C)C)c1OCCn1ccnc1	i	6%	-16%	4%	14%	1%	-1%	0.4%	19%
Cc1csc(NC(=O)C(Cl)c2ccccc2)n1 (centres undefined) (tested in a mixture with another compound)	i	-19%	20%	1%	9%	-54%	13%	4.5%	-3%
COC(=O)C1=C(c2ccc(OC)c(OC)c2)C[C@@H]2CC[C@H]1N2C(=O)NCCCOC(C)C	i	4%	u	-3%	-13%	0%	14%	-0.5%	7%
O=C(C(=O)N1CCOCC1)c1cn(Cc2ccc(F)cc2)c2ccccc12	i	0%	-15%	1%	-16%	-1%	1%	0.4%	9%

Screening data (PubChem BioAssay)
